PTHR1 ag: qHTS for PTHR1 Agonists: Primary Screen. Parathyroid hormone/parathyroid hormone-related peptide receptor (Homo sapiens), Q03431. HEK293 GP2 PTHR1 cells, GloSensor cAMP luminescence, 1 h. Potency, µM (highest dose often 115 µM), for the others: at the top dose activation, most hits filed as activators. hit rate 0.075% among 410,000. AID 743266, 2014; note: potency is the fitted concentration of half-maximal effect; nearly all actives have a fitted effect of over 55% in size; some results filed as inactive show a strong effect at the top dose; inactives centre near -15; many of its hits are not listed in these tables
Target sequence (Q03431 whole entry, looked up): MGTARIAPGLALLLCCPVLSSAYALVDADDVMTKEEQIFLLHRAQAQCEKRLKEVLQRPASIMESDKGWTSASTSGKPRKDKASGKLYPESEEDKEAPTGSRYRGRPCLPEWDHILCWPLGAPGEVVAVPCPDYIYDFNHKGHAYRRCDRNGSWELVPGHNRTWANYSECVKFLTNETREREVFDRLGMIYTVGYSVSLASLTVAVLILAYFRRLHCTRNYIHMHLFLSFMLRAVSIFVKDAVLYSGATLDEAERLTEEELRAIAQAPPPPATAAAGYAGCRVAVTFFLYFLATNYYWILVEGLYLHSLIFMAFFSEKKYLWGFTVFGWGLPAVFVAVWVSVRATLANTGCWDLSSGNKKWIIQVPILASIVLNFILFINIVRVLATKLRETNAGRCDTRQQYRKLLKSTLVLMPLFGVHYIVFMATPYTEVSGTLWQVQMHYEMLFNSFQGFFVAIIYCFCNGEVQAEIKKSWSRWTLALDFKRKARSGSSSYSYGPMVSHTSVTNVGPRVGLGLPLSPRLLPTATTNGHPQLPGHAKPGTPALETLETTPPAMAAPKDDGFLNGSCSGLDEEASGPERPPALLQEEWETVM
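HEK-293-derived GP2 cells expressing PTHR1 and a GloSensor cAMP reporter, 3,000/well, plated overnight, given luciferin plus IBMX (each 0.5 mM as added) for 1 h at 37 °C, then compound for 1 h at 37 °C. Luminescence was read after 15 min at room temperature.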
EPAC2 agonist: qHTS for Agonist of cAMP-regulated guanine nucleotide exchange factor 4 (EPAC2): primary screen | hit rate 0.079% among 360,000 | EPAC2 activation, biochemical qHTS; response scale: 100% = 6.5 mM cAMP response | Potency, µM (titrated, usually from 154 µM), inactives show at the top dose activation, hits mostly activators | Rap guanine nucleotide exchange factor 4 (Homo sapiens), Q8WZA2 | AID 720711, 2013; note: potency is the fitted concentration of half-maximal effect; nearly all actives have a fitted effect of over 50% in size
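Setup: EPAC2 100 nM, labeled Rap1B complex 250 nM, free GDP 50 uM. Compound titrations pinned in, brief spin, 5 min room temperature incubation. Kinetic fluorescence read over 30 min, normalized to 6.5 mM cAMP.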
Akt phos inh: HTS Assay for Inhibitors of Akt Phophorylation: Primary Screen; Neuro2A IGF-stimulated pAkt S473 HTRF, 20 min; hits give low values; activity change, % for hits at 50 µM; hit rate 0.32% among 360,000; AID 651550, 2012; in the data active = activity change below about -80%; inconclusive = mostly about -51% to -80%; note: % is set by controls: 0 for no effect and ±100 for the full control effect
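Single-point screen (50 µM final compound) in Neuro2A cells stimulated 20 min with 6 nM IGF at 37 deg C. After lysis, Ser473-phosphorylated Akt read by HTRF (ex 330 nm, em 615/665 nm) as the 665/615 ratio.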
EPAC2 antagonist: qHTS for Antagonist of cAMP-regulated guanine nucleotide exchange factor 2 (EPAC2): primary screen | EPAC2 GEF exchange of Rap1B-BODIPY-GDP, fluorescence | Potency, µM (series often up to 114 µM), without a hit: at the highest dose activity, negative = inhibition, usual class: inhibitors | hit rate 0.18% among 360,000; note: potency is the fitted concentration of half-maximal effect; % is set by controls: 0 for no effect and ±100 for the full control effect; nearly all actives have a fitted effect of over 45% in size; many of its hits are not listed in these tables
CCT modulator: High-Throughput Screening for Modulators of Cytosolic Chaperonin Activity; activity change, % (no concentration beside the values), hits read low; purified chaperonin ATPase assay, HTRF ADP detection, 30 min; hit rate 0.3% among 360,000; in the data active = activity change below about -30%; note: % is set by controls: 0 for no effect and ±100 for the full control effect
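Nucleotide hydrolysis assay: TRiC at 20–40 nM final (set by batch activity) with 10 uM ATP, 30 min at 37 °C, in presence of 76 uM compound. Detection by competitive ADP HTRF, 30 min ambient.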
D3 antag: qHTS of D3 Dopamine Receptor Antagonist: qHTS; D3R cells, DiscoveRx beta-arrestin luminescence, antagonist mode; hits give low values; AID 652054, 2013; D(3) dopamine receptor (Homo sapiens), P35462; max response, negative = inhibition, %; hit rate 2.5% among 360,000; in the data active = max response below about -50%; inconclusive = no clear call, values can overlap the other calls; note: % is set by controls: 0 for no effect and ±100 for the full control effect; mostly tested at two doses, the higher about 12 µM
Target sequence (P35462 whole entry, looked up): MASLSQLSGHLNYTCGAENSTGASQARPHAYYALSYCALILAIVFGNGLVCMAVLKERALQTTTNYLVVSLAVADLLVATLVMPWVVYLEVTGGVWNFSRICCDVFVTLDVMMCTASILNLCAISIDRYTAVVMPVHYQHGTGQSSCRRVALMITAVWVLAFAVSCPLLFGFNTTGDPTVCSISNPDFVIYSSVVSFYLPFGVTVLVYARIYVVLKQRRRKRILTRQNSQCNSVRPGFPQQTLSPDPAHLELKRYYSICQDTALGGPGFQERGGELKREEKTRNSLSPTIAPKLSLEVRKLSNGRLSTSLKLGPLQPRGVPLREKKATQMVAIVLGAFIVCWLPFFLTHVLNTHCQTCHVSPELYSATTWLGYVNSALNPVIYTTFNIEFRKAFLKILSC
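Cells plated overnight at 1500 cells/well, then exposed to library compounds with dopamine controls for 90 minutes at 37 degrees C. DiscoveRx reagent added for 30–60 minutes at room temperature; luminescence read, quantitative HTS format.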
DRD3 agonist: qHTS of D3 Dopamine Receptor Agonist: qHTS | D3R DiscoveRx beta-arrestin cells, luminescence, 90 min | hit rate 0.58% among 410,000 | AID 652048, 2013 | max activation, % | D(3) dopamine receptor (Homo sapiens), P35462; in the data active = max activation above about 30%; note: 0% is about no effect; mostly tested at two doses, the higher about 12 µM
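Agonist mode: compounds and dopamine controls were applied to plated cells for 90 min at 37 degrees C after an overnight attachment at 1500 cells/well. Luminescent read-out followed 30 - 60 minutes at room temperature with DiscoveRx detection reagent.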
Mm-Cpn inhibitor: Inhibitors of TCP-1 ring complex (TRiC) of Methanococcus maripaludis (MmCpn): qHTS. hit rate 0.031% among 330,000. purified Mm-Cpn ATPase, ADP Transcreener TR-FRET. AID 504842, 2011. Chaperonin Mm-Cpn (Methanococcus maripaludis). Potency, µM (top dose mostly 76.9 µM), for inactives: top-dose activity, negative = inhibition, actives largely listed as inhibitors; note: potency is the fitted concentration of half-maximal effect; % is set by controls: 0 for no effect and ±100 for the full control effect; nearly all actives have a fitted effect of over 80% in size
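25 nM Mm-CPN + cpd, 10 min 37°C; + 10 uM ATP, 30 min 37°C; buffer 30 mM Tris pH 7.4, 100 mM KCl, 5 mM MgCl2, 1 mM DTT; Transcreener ADP HTRF detection 30 min RT.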
The depositor's hits bear a star; i = inactive; u = inconclusive; x = not tested or not shown; & = joins results of further samples; [ ] = another dose, or the depositor's remark. Unless noted, calls come from the whole dose curve; as a rule, active = well fitted curve in the direction sought with a large enough effect; inconclusive = small, poorly fitted or top-dose-only effect, or another doubt; inactive = no such curve, though single readings can be large; an effect the other way counts as inactive or inconclusive.

| structure | PTHR1 ag | Mm-Cpn inhibitor | CCT modulator | EPAC2 agonist | EPAC2 antagonist | D3 antag | DRD3 agonist | Akt phos inh |
| --- | --- | --- | --- | --- | --- | --- | --- | --- |
| COc1ccc(C(=O)C2CC2)cc1 | -1% | x | -1.9 | 11% | 3% | 0 | 2 | i |
| CC(/C=N/NC(=O)c1ccc(Br)cc1)=C\c1ccccc1 | -3%[57.5 µM] | 1% | -3.5 | 1% | 18% | -29 | -15 | i |
| CC(C)c1ccc(NC(=O)Cn2nnc(C(=O)NCc3ccco3)c2N)cc1 | -1% | 2% | -5.2 | 13% | 7% | -9 | 0 | i |
| CCN(CC)Cc1c(CC(C)C)oc(C)c1C(=O)O | i | 1% | -1.1 | 5% | 7% | -22 | 0 | i |
| CN(Cc1c(F)cccc1Cl)C(=O)C1=CC=CN2CCS(=O)(=O)N=C12 | -3% | 1% | -0.5 | 5% | 2% | -11 | -8 | i |
| COc1ccc(NC(=O)c2[nH]c(C)c(C(C)=O)c2C)cc1 | -3% | 2% | -0.3 | 6% | -3% | u | -9 | i |
| C/C(=N\NC(=O)c1nn(C)cc1Br)c1cccc(NC(=O)C(C)(C)C)c1 | -15% | -1% | 0.2 | 4% | 5% | 21 | -1 | i |
| CCC(=O)NC(c1cccc([N+](=O)[O-])c1)c1c(O)ccc2ccccc12 (stereo not drawn) | -47% | -1% | -0.8 | 3% | -5% | 9 | -4 | i |
| COc1ccc(S(=O)(=O)Nc2noc3ccccc23)cc1OC | -9% | -1% | 2.1 | -5% | 24% | -19 | 15 | i |
| O=[N+]([O-])c1cccc2ccc(/C=C/c3ccc(Cl)cc3)nc12 | i | -2% | -1.6 | 8% | -13% | -17 | -3 | i |
| Cc1cccc(C)c1OCC(=O)Nc1cccc(S(=O)(=O)N2CCCC2)c1 | -17% | 1% | -0.9 | 11% | 1% | 15 | 4 | i |
| CCCn1nnnc1SCC(=O)NCc1ccc(OC)cc1 | i | -5% | -1.7 | -2% | -4% | -8 | 0 | i |
| COc1ccc(S(=O)(=O)N2CCN(C(=O)c3ccccc3Cc3ccccc3)CC2)cc1OC | -11% | x | -1.1 | 1% | -7% | -24 | -3 | i |
| O=C1NC(c2cccc(OCc3ccccc3)c2)Nc2ccccc21 (stereo not drawn) | -42%[inhibitor] | x | -3.1 | 9% | -13% | 1 | 3 | i |
| COc1cc(CC(=O)N(CC(C)C)C2CCS(=O)(=O)C2)cc(OC)c1OC (stereo not drawn) | i | 1% | -2.8 | -1% | -2% | 2 | 1 | i |
| COCCN(CCOC)C(=S)Nc1cc(S(=O)(=O)N(C)C)ccc1C | i | 1% | -4.0 | 0% | 5% | 19 | -1 | i |
| Cc1ccc(C2Nc3ccccc3C(=O)N2CCN2CCNC2=O)cc1 (stereo not drawn) | -68%[inhibitor] | u | -2.7 | 2% | 7% | 1 | 1 | i |
| CC(=O)c1nn(-c2cccc(C)c2)cc1C(=O)c1cccc(Br)c1 | i | x | -0.2 | 2% | 4% | 4 | 2 | i |
| COc1cc(NC(=O)c2cc(-c3cccc(O)c3)on2)cc(OC)c1OC | -25% | -5% | 1.4 | -8% | -7% | 47 | -1 | i |
| CC1(C)CC(NC(=O)c2ccccc2)CC(C)(C)N1 | -12% | 0% | -2.6 | 13% | 6% | -23 | -2 | i |
| Cc1cc(C)n2nc(SCc3ccc(C#N)cc3)nc2n1 | i | 1% | 0.7 | 3% | -2% | 21 | -1 | i |
| COc1ccc(/C=N\NC(=O)c2ccccc2Br)cc1COc1ccccc1 | -46%[inhibitor] | -2% | -0.5 | 7% | 4% | -6 | -2 | i |
| Cc1nnc(NC(=O)CSc2nnc(Cc3cccn3C)n2CCc2ccccc2)s1 | i | -4% | 0.8 | -6% | 23% | -18 | 23 | i |
| O=C1C=C(c2ccc(F)cc2OCc2ccccc2)C[C@@H](c2ccc(Cl)cc2)C1 | -34%[inhibitor] | -1% | 1.2 | -2% | u | 39 | 19 | i |
| O=C(N/N=C/c1c(O)ccc2ccccc12)c1cccnc1 | -3% | -2% | 2.0 | 0% | 11% | 25 | 26 | i |
| O=C(c1cccs1)N1CCN(Cc2ccccc2[N+](=O)[O-])CC1 | -2% | 1% | -2.5 | -6% | 0% | u | -7 | i |
| O=C(CCNC(=O)c1ccc(Cl)cc1)NN1C(=O)NC2(CCCCC2)C1=O | -4% | -1% | 0.5 | 4% | -11% | -10 | -1 | i |
| [O-][n+]1onc2c1C(N1CCOCC1)CCC2N1CCOCC1 (stereo not drawn) | -15% | -3% | -1.1 | -6% | 5% | 0 | -11 | i |
| O=C(c1ccc(Br)cc1)N(Cc1ccco1)C1CCS(=O)(=O)C1 (stereo not drawn) | -1% | -3% | -1.1 | 0% | -1% | -12 | -11 | i |
| COc1cc(C(=O)N2CCN(C(=O)C3CC3)CC2)cc(OC)c1OC | -6%[57.5 µM] | -8% | -1.1 | -14% | 1% | 0 | -3 | i |
| CC(C)C[C@@H](CN1CCC[C@@H]1CN1C(=O)C(=O)NC[C@@H]1Cc1ccccc1)N1C[C@H](Cc2ccc(O)cc2)N(CC2CCCCC2)C(=O)C1=O | 28% | x | -1.3 | 3% | -20% | 3 | 6 | i |
| COc1ccccc1C(=O)NCC(=O)NCCCN1CCOCC1 | i | 1% | -0.2 | -1% | -4% | -3 | -6 | i |
| COc1cc(/C=C2\Oc3ccc(C#Cc4ccc(O)cc4)cc3C2=O)cc(OC)c1 | 9% | 2% | -0.8 | 18% | 8% | 27 | 16 | i |
| COc1cc2c(cc1OC)CN(C(=O)CN1CCN(S(=O)(=O)c3ccccc3)CC1)CC2 | i | -1% | -0.3 | 5% | 1% | 12 | 0 | i |
| Cc1cccc(-c2noc(CCc3ccccc3)n2)c1 | -36% | -1% | -1.3 | 3% | -7% | 3 | 4 | i |
| O=C(c1ccccn1)N1CC=C(c2ccccc2)CC1 | i | 0% | -2.0 | 11% | 3% | 2 | 2 | i |
| O=C(Nc1nc2ccccc2[nH]1)c1cccc(Br)c1 | -27% | -3% | -1.0 | 0% | 3% | 3 | 2 | i |
| CC(C)NC(=O)CSCc1c(Cl)cccc1Cl | i | 0% | -1.6 | 0% | 3% | 90 | -1 | i |
| COc1cc(C(=O)N=c2sccn2C)c([N+](=O)[O-])cc1OC | i | -3% | -2.1 | 3% | 6% | -4 | 1 | i |
| Cc1ccc(C(=O)NCC(=O)NCC(c2cccs2)N(C)C)cc1C (stereo not drawn) | -6% | -2% | -2.0 | -6% | -3% | -9 | -12 | i |
| COCc1cc(C)nc(SCc2ccc(F)cc2)c1C#N | -30%[inhibitor] | 0% | -2.1 | -8% | -9% | 26 | 1 | i |
| CCOc1ccc(C2CC(=O)NC3=C2C(=O)CCC3)cc1Cl (stereo not drawn) | -36%[inhibitor][57.5 µM] | 2% | -7.4 | 11% | 11% | 0 | 12 | -107%* |
| CCc1ccc2[nH]c3nc(SCCN4CCOCC4)nnc3c2c1 | -62%[inhibitor] | 0% | 0.6 | -6% | -6% | 24 | -10 | i |
| COc1cc2nc(CN(C)Cc3ccc(Cl)cc3)[nH]c(=O)c2cc1OC | -1% | 3% | -1.4 | -5% | 8% | 15 | 2 | i |
| Cc1ccc(S(=O)(=O)NNC(=S)NC(C)(C)C)cc1 | 19% | 4% | 1.2 | 2% | 28% | -8 | 4 | i |
| CN1CCCC(OC(=O)c2cccc(Br)c2)C1 (stereo not drawn) | i | -1% | 2.2 | 6% | 1% | 0 | -4 | i |
| C=CCNC(=O)Nc1ccc2nc(C)sc2c1 | -23% | 3% | -0.7 | 6% | 3% | -8 | -13 | i |
| COc1ccc(NC(=O)c2ccc(CNc3c(NC4CCCCC4)c(=O)c3=O)cc2)c(OC)c1 | 1% | 2% | -1.5&-1.4 | -18%&-3% | 13%&-16% | u | -19&-12 | i |
| CC(=O)N1CCC(=NNc2nc3ccccc3[nH]2)CC1 | i | -10% | -3.7 | 8% | -1% | -19 | -9 | i |
| COC(=O)/C(C#N)=C1/C=Cc2ccccc2N1C | i | 1% | -2.2 | -1% | 14% | 8 | -6 | i |

Following part:
| structure | PTHR1 ag | Mm-Cpn inhibitor | CCT modulator | EPAC2 agonist | EPAC2 antagonist | D3 antag | DRD3 agonist | Akt phos inh |
| --- | --- | --- | --- | --- | --- | --- | --- | --- |
| O=C(NCCO)c1ccc(-c2nnc(N3CCOCC3)c3ccccc23)cc1 | -8%[57.5 µM] | -1% | -7.1 | 6% | -2% | 1 | 0 | i |
| O=C(CCN=C1NS(=O)(=O)c2ccccc21)OCC(=O)c1ccccc1 | -17% | 1% | 0.4 | -2% | -4% | -3 | 0 | i |
| COc1ccc(Nc2nc3ccccc3n3nnnc23)cc1 | -34%[inhibitor] | 1% | -1.3 | -1% | -7% | -90* | 0 | i |
| Cc1ccccc1N1CCN(CC(=O)Nc2nc(C)c(C(=O)N(C)C)s2)CC1 | -5% | 1% | -2.1 | -2% | -3% | -3 | 4 | i |
| O=C(COc1cccc(Cl)c1)Nc1cc(S(=O)(=O)N2CCOCC2)ccc1N1CCOCC1 | -10% | 2% | -1.3 | 19% | -5% | 17 | -2 | i |
| O=C(c1[nH]c(C(F)(F)F)nc1-c1ccccc1)N1CCOCC1 | -3% | x | -0.5 | 5% | 7% | 1 | 5 | i |
| O=C(COC(=O)c1ccc(OC(F)F)cc1)NCCNC(=O)COC(=O)c1ccc(OC(F)F)cc1 | -76%[inhibitor] | 1% | 0.6 | 1% | -1% | -19 | 1 | i |
| C=CCNC(=S)NNc1nc2c(c(=O)[nH]1)C1(CCCCC1)Cc1ccccc1-2 | -57%[inhibitor] | 4% | -3.1 | 8% | -25% | -22 | 1 | i |

Assay outcomes from PubChem BioAssay.

An excerpt, so the mix of outcomes need not match the whole.
